Pf apPOL block = Pf-apPOL DNA polymerase inhibition | Recombinant Pf-apPOL, molecular beacon fluorescence, 1.5 h | inhibition, % at 10 µM | hit rate 0.25% among 210,000 | AID 1794808
mHTT-CaM PPI inh = inhibitors of human mutant huntingtin-calmodulin interaction; AID 1671202; P42858; AlphaScreen His-mHTT/GST-CaM binding, luminescence; hit rate 3.6% among 190,000; inhibition, % at 15 µM;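 further: 0% = both proteins with DMSO and 100% = one protein alone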
Numbers without * were called inactive; i = inactive; nt = no result given; & = joins results of further samples. No stated cut-off is given here; in the data, active means inhibition above about 50%; inactive means the rest.

The line under a structure holds: Pf apPOL block	mHTT-CaM PPI inh
COc1ccccc1N1CCN(S(=O)(=O)c2ccc3[nH]cc(C(=O)O)c(=O)c3c2)CC1
 : -3	27
Cc1nn(CCCC(=O)Nc2cc(Oc3ccc4c(c3)CCC4)cc([N+](=O)[O-])c2)c(C)c1[N+](=O)[O-]
 : 7	0
COc1cc(CN2CCN(c3ccccc3F)CC2)cc([N+](=O)[O-])c1O
 : 4	9
O=C(c1ccc2c(c1)OCO2)N1CCc2nc[nH]c2C1
 : -1	7
Cc1[nH]c(C(=O)N2CCC(CC(=O)NCc3cccnc3)CC2)c(C)c1C
 : -1	22
Cc1nc(CNC(=O)C2CCN(C(=O)Nc3ccccc3Br)CC2)cs1
 : 0	-9
c1ccc2c(c1)CC(N1CCN(c3cccc4c3OCCO4)CC1)C2
 : 4	nt
COC(=O)c1ccc(N2CCN(C(C)C)CC2)c(NC(=O)Cc2ccc(F)cc2)c1
 : 0	-2
Nc1ccc(-c2ccc(N)c([N+](=O)[O-])c2)cc1[N+](=O)[O-]
 : -5	nt
CCC(=O)Nc1ccc2oc(-c3c(F)c(F)c(F)c(F)c3F)nc2c1
 : -5	-6
Cc1ccc(NC(=O)CSc2nsc(SCC(=O)Nc3ccc(C)cc3)c2C#N)cc1
 : -1&1	7&3
COc1ccc(/C=C/C(=O)Nc2ccccn2)cc1
 : -4	2
CNC(=O)C1CN(C(=O)c2cccs2)CC12CCCCC2 (stereo not drawn)
 : 1	-8
O=C(c1ccc(OCC2CCCN2C(=O)C2CCCC2)cc1)N1CCCC1 (stereo not drawn)
 : 5	9
Cc1c(C)c(C)c(C(=O)c2ccccc2C(=O)NNC(=O)c2cccnc2)c(C)c1C
 : -1	nt
O=C(NCC(O)c1cccc2ccccc12)Nc1ccccc1C(F)(F)F (stereo not drawn)
 : -8	-13
O=C(CCn1cnc2ccccc2c1=O)N1CCCC(c2nnc(C(F)(F)F)o2)C1 (stereo not drawn)
 : -4	-9
O=C(CN(C1CCCCC1)S(=O)(=O)c1ccc(Cl)cc1)N1CCOCC1
 : -2	1
COc1cc(C=NNC(=S)Nc2ccc(F)cc2)ccc1OS(C)(=O)=O
 : -4	nt
Cc1cccnc1N1C(=O)C2C3c4ccccc4C(c4ccccc43)C2C1=O (stereo not drawn)
 : 0	6

Whole records from above. Screens in order: Pf apPOL block | mHTT-CaM PPI inh
Cc1nn(CCCC(=O)Nc2cc(Oc3ccc4c(c3)CCC4)cc([N+](=O)[O-])c2)c(C)c1[N+](=O)[O-] in the list: 7 | 0
COc1ccccc1N1CCN(S(=O)(=O)c2ccc3[nH]cc(C(=O)O)c(=O)c3c2)CC1 in the list: -3 | 27
Cc1ccc(NC(=O)CSc2nsc(SCC(=O)Nc3ccc(C)cc3)c2C#N)cc1 in the list: -1&1 | 7&3

(cont.)
The line under a structure holds: Pf apPOL block	mHTT-CaM PPI inh
COc1cc(Cn2c(=O)oc3ccc(C)cc32)ccc1OC(C)C
 : 2	-22
Cc1ccc(N2N=NC3C(=O)N(c4ccc(C)c(F)c4)C(=O)C32)cc1C (stereo not drawn)
 : 3	28
CCCCOc1ccc(C(O)=C2C(=O)C(=O)N(CCCOC)C2c2ccncc2)cc1C (stereo not drawn)
 : -6	25
CC1=CC(=O)C2(CCCCC2)NC1
 : nt	0
COC(=O)c1ccc(C(=O)NCC(C)(O)c2cccs2)cc1 (stereo not drawn)
 : 5	-8
CC(C)C(C)(NC(=O)c1cccnc1Oc1ccc(Cl)cc1)C(N)=O (stereo not drawn)
 : 2	4
COc1ccc(CNC(=O)C2CCN(c3cncnc3N3CCOCC3)CC2)cc1
 : 0	6
CCCN(CC)C(=O)c1ccc(-c2ccc3c(c2)OCCO3)s1
 : -1	-2
O=C(CCC1CCN(c2cc(NC3CC3)ncn2)CC1)NCCc1cccs1
 : -4	1
COc1cc(C=C2Oc3cc(OCC=C(C)CCC=C(C)C)ccc3C2=O)cc(OC)c1OC
 : -14	-18
O=C(C=Cc1ccco1)c1ccc2c(c1)OCO2
 : 25	25
COc1ccc(OC)c(-c2n[nH]c(C)c2NC(=O)C2CC2)c1
 : -2	0
COc1ccc(O)c(C=Nc2sc(C)c(C)c2C#N)c1
 : -5	9
CC(O)(CNC(=O)C(=O)Nc1ccon1)c1cccs1 (stereo not drawn)
 : -2	-21
Cc1cc(C2CCCN2C(=O)c2c(F)cccc2Cl)on1 (stereo not drawn)
 : -4	0
COc1ccc(Br)cc1/C=C1/N=C(C2CCCCC2)OC1=O
 : -5	-3
CCOC(=O)C(=O)NCC1COC2(CCCC2)O1 (stereo not drawn)
 : 2	-8
COc1ccc(-n2nc(C(=O)NCC(=O)NCc3ccccn3)c3ccccc3c2=O)cc1
 : 0	4
CCC(C)(C(=O)NC1CCCC1)N(Cc1cccs1)C(=O)c1cnccn1 (stereo not drawn)
 : -5	3
O=C(NCCc1cccs1)C1CCN(c2nnc3ccccn23)CC1
 : -4	3

(listing goes on)
The line under a structure holds: Pf apPOL block	mHTT-CaM PPI inh
COc1ccc(NC(=O)C(c2ccc(C)cc2)N(C)C(=O)/C=C/c2ccc3c(c2)OCO3)cc1 (stereo not drawn)
 : 0	24
CCN(CC)c1ccc(CNc2ccc3c(c2)ncn3CC)cc1
 : -2	94*
O=C(Cc1ccc(Cl)cc1)Nc1cnc(-c2ccccc2)nc1
 : 4	-1
CC1(C)N=C(c2ccc(F)cc2)C(=O)N1CC(=O)Nc1ccccc1Cl
 : -3	-1
C[C@@]12CCC=C[C@H]1[C@H](c1ccc3ccccc3c1Br)N(Cc1ccccc1)C2=O
 : 3	94*
CCOc1ccc(N=c2oc3c(C)ncc(CO)c3cc2C(=O)Nc2cccc(C)c2)cc1
 : 2	-1
Cc1ccc(C(=O)Nc2ccccc2C)c(Cl)c1
 : -5	-4
C=C(C)COc1ccc2c(=O)c(-c3ccccc3)c(C(F)(F)F)oc2c1
 : -4	-63
N#CC1=C(O)NC(=O)C([n+]2ccccc2)C1c1ccccc1I (stereo not drawn)
 : 7	34
Cc1ccc(NC(=O)CCC2CCCN(c3cc(NC4CC4)ncn3)C2)c(C)c1 (stereo not drawn)
 : -4	-2
CCn1cc(NC(=O)N2CCN(Cc3ccccc3)CC2)c2ccccc21
 : 7	22
C[C@H]1[C@@H](OC(=O)Nc2ccc(C(F)(F)F)cc2)CC[C@@]23CCCN2C(=O)CCC[C@@H]13
 : -8	24
CC12CC(NC(=O)N1c1ccc(F)cc1)c1cc(Br)ccc1O2 (stereo not drawn)
 : 17	3
COc1ccc(C2=NOC(C(=O)Nc3ccccc3SC)C2)cc1 (stereo not drawn)
 : -7	-6
Cc1ccc(-c2csc3nc4c5ccccc5c(N5CCOCC5)nn4c(=O)c23)cc1
 : 2	-3
C#CCCCN([C@H](C(=O)OC)C(C)C)S(=O)(=O)c1ccccc1Br
 : -2	-16
Cc1cc(/C=C2\SC(=O)NC2=O)c(C)n1-c1ccc(Br)cc1
 : 4	9
O=C(NCc1ccccc1)C1CCN(c2ccc(N3CCCCC3)nn2)CC1
 : -4	-11
COc1ccc(NC(=O)CN2CCC(C(=O)NCC(F)(F)F)CC2)cc1OC
 : 4	-4
COc1cccc(/C=C2\SC(=O)N(CNc3ccc(Cl)cc3)C2=O)c1
 : -16	-1

Grouped by structure: the compounds so far containing bromine (6)
The line under a structure holds: Pf apPOL block	mHTT-CaM PPI inh
Cc1nc(CNC(=O)C2CCN(C(=O)Nc3ccccc3Br)CC2)cs1
 : 0	-9
COc1ccc(Br)cc1/C=C1/N=C(C2CCCCC2)OC1=O
 : -5	-3
C[C@@]12CCC=C[C@H]1[C@H](c1ccc3ccccc3c1Br)N(Cc1ccccc1)C2=O
 : 3	94*
CC12CC(NC(=O)N1c1ccc(F)cc1)c1cc(Br)ccc1O2 (stereo not drawn)
 : 17	3
C#CCCCN([C@H](C(=O)OC)C(C)C)S(=O)(=O)c1ccccc1Br
 : -2	-16
Cc1cc(/C=C2\SC(=O)NC2=O)c(C)n1-c1ccc(Br)cc1
 : 4	9

The list goes on.
The line under a structure holds: Pf apPOL block	mHTT-CaM PPI inh
C=CCN1C(=O)c2ccccc2C1(O)Cc1ccccc1 (stereo not drawn)
 : -12	0
N#C/C(=C\c1ccc([N+](=O)[O-])cc1)c1nc(-c2ccc3c(c2)OCO3)cs1
 : -3	-4
CCCCOc1ccc(Cc2c(Cl)nc(SC)nc2NC)cc1
 : -3	-3
CCOc1ccc(NC(=O)C(=O)NCc2ccc(CC)cc2)cc1
 : -10	0
COc1ccc2cc3cc(C(=O)Nc4ccc(C)cc4Cl)oc3nc2c1
 : -4	4
O=C(Nc1ccc(Nc2ccccc2)cc1)c1ccc(Br)o1
 : -9	61*
CC1Cc2nc(SCC(=O)Nc3ccc(F)cc3)n(Cc3ccccc3)c(=O)c2S1 (stereo not drawn)
 : 5	14
COc1ccc(-c2coc3c4c(ccc3c2=O)OCN(C2CCCC2)C4)cc1
 : -24	4
Cc1oc(C2CCN(S(=O)(=O)c3ccc(F)cc3)CC2)nc1C(=O)N1CCCC1
 : -7	8
CC(C)c1ccccc1NC(=O)COc1ccc(Br)cc1Cl
 : -5	-9
CCCCC(=O)Nc1c2c(nn1-c1ccc(F)cc1)CS(=O)(=O)C2
 : 0	-2
CC(C)C(=O)OCCCN1C(=O)CCC12CCC(c1ccccc1)CC2 (stereo not drawn)
 : -9	70*
CC(C)(C)n1nc2c(c1NC(=O)c1ccccc1C(F)(F)F)CSC2
 : 4	20
Cc1ccc(C)c(OCC(=O)Nc2ccc(S(=O)(=O)Nc3nccs3)cc2)c1C
 : -12	31
COc1nc(Cl)cc(C)c1C(=O)NCc1ccccc1
 : -4	4
CCN(CC)c1ccc2cc(C(N)=O)c(=Nc3cccc(C)c3)oc2c1
 : 0	31
CC1(C)CC(=O)C2=C(C1)OC(N)=C(C#N)C2c1cccs1 (stereo not drawn)
 : 0&-1	-12&2
O=C1CCC([N+](=O)[O-])C(c2ccc(F)c(Br)c2)N1 (stereo not drawn)
 : -18&-7	-2&4
CCOC(=O)Oc1ccc2c(c1)C(C)=CC(C)(C)N2
 : -7&3	9&8
COc1ccc(Br)cc1CNC(=O)C1CCN(S(=O)(=O)N2CCCC2)CC1
 : -10	-2

New compounds follow
The line under a structure holds: Pf apPOL block	mHTT-CaM PPI inh
Cc1oc2ccccc2c1CNC(=O)Nc1ccc(Cl)cc1Cl
 : -2	nt
Cc1nc2c(NS(=O)(=O)c3ccc(F)cc3)cccn2n1
 : -7	-6
O=C(NCc1ccccn1)c1cc(-c2ccc3c(c2)OCO3)nc2ccccc12
 : -3	10
Cc1cccc(CNC(=O)CCc2conc2-c2ccc(F)cc2)c1
 : 3	-18
CCCCN(C)c1ccc(-c2nc(-c3ccc(OC)cc3)no2)cn1
 : 2	-12
C/C(O)=C1/C(=O)NC2(C)CC1c1cc(Cl)ccc1O2 (stereo not drawn)
 : -3	-3
O=C(Cn1c(NCCCO)nc2ccccc21)c1ccc(Cl)cc1Cl
 : -9	33
Cc1ccccc1C1C=C(c2ccc(Br)cc2)Nc2ncnn21 (stereo not drawn)
 : 8	3
CC(C)NC(=O)c1coc(CN2CCN(c3ccc(F)cc3)CC2)n1
 : -3	-1
O=C(COC(=O)c1cccnc1)Nc1ccc2c(c1)OCO2
 : -3	-3
C#CCOc1c(Cl)cc(/C=C2\C(=O)ON=C2C)cc1OC
 : -5	31
Cc1ccc(NC(=O)Cc2csc3nc(-c4ccc(C)c(C)c4)cn23)cc1
 : -1	22
COc1cccc(CC(=O)N2CCCC3(C2)NC(=O)N(Cc2ccc(C)cc2)C3=O)c1 (stereo not drawn)
 : -1	5
Cc1ccc([C@H]2C[C@@H](n3cc(COC(=O)c4ccccc4)nn3)[C@H](O)CN2C(=O)C2CCCCC2)cc1
 : -5	13
COc1ccc(-c2c(C)c3cc(OC(=O)c4cccc([N+](=O)[O-])c4)ccc3oc2=O)cc1OC
 : -39	-2
CCC(=O)Nc1c(-c2cc(C)cc(C)c2)nc2cc(C)ccn12
 : -2	1
COc1cc(C=O)cc(Br)c1OCc1cccc(Cl)c1
 : -3	-54
COc1ccccc1C/C(N)=N/OC(=O)c1ccccc1OC
 : 20	i
O=C(CC1(O)C(=O)Nc2ccc(I)cc21)c1cccs1 (stereo not drawn)
 : 2	-6
COc1cccc(NC(=O)N2CCOCC2)c1
 : -6	4

(list continues)
The line under a structure holds: Pf apPOL block	mHTT-CaM PPI inh
CCOC(=O)C(=O)NC1CCc2[nH]c3ccc(C)cc3c2C1 (stereo not drawn)
 : 0	21
CC(=O)N1CCCN(C(=O)C2CCCC2)CC1
 : -3	-1
O=[N+]([O-])c1ccc(-c2nnc(-c3ccco3)o2)c(Cl)c1
 : 3	5
Cc1nc2c(cnn2-c2ccccc2)c(=O)o1
 : -4	nt
CN(C)c1cccc(C(=O)N2CCC3(CC2)NC(=O)N(Cc2ccccc2)C3=O)c1
 : -8	5
O=C(CSc1cn(CCNC(=O)c2cccs2)c2ccccc12)Nc1ccc2c(c1)OCO2
 : -2	11
COc1cc(/C=C2/SC(c3ccccc3)=NC2=O)cc(Br)c1O
 : 2	96*
Cc1ccc(C2(CCN=Cc3ccccc3)CCOC(C)(C)C2)cc1 (stereo not drawn)
 : -2	8
O=C(NCc1cccc(F)c1)N1CCc2c(nc3cc[nH]n3c2=O)C1
 : 6	-1
CC1Cc2nc(SCC(=O)N3CCOCC3)n(C)c(=O)c2S1 (stereo not drawn)
 : -5	5
CCOc1ccccc1C(=O)NC1CC(=O)N(C2CC2)C1 (stereo not drawn)
 : -9	-8
O=C1OC(c2ccco2)=N/C1=C/c1cccc(C(F)(F)F)c1
 : -2	2
COc1ccc2nc(N3CCC(C(=O)NCCCN4C(C)CCCC4C)CC3)sc2c1 (stereo not drawn)
 : -3	2
COc1cccc(CNC(=O)C2(C)CCCN(C(=O)Cc3ccccc3)C2)c1 (stereo not drawn)
 : -4	-11
COCCN=C1Nc2ncccc2NC12CCN(C(=O)Nc1ccc3c(c1)CCC3)C2 (stereo not drawn)
 : -1	16
O=c1[nH]cnc2cc3c(=O)[nH]cnc3cc12
 : nt	12
NNC(=O)CSC1CS(=O)(=O)c2cc([N+](=O)[O-])ccc21 (stereo not drawn)
 : -6&1	nt
CCCCc1cc2c(=O)c(-c3cc4ccccc4o3)coc2cc1O
 : 7	3
CC(=O)Nc1ccccc1C(=O)C(=O)Nc1cccc(F)c1
 : -4	-1

Source: PubChem
